High-throughput results as filed in PubChem BioAssay.
RGS7-Gao: RGS7-Galphao binding modulators, primary screen, biochemical, multiplexed bead flow cytometry; actives lie on both sides; binding response (% of control), % at 10 µM; Guanine nucleotide-binding protein G(o) subunit alpha (Homo sapiens), P09471; 220,000 compounds, 0.35% hits; in the data active = binding response below about 49% or above about 150%; inconclusive = no clear call, values can overlap the other calls; inactive = in between;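 also: fluorescent Galphao held in activated GDP-AlF4 state binding bead-coupled RGS7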
Target sequence (P09471 whole entry, looked up): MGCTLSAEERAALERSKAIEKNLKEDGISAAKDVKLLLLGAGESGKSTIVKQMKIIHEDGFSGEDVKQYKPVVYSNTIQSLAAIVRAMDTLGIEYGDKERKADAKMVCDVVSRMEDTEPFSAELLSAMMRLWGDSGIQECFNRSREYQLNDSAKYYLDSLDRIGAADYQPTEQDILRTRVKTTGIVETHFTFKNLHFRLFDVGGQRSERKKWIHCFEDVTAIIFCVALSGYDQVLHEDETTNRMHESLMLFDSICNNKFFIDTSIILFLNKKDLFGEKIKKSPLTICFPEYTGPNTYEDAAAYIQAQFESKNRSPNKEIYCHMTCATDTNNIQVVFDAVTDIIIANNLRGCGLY
RGS8-Gao: RGS8-Galphao binding modulators, primary screen, biochemical, multiplexed bead flow cytometry. Guanine nucleotide-binding protein G(o) subunit alpha (Homo sapiens), P09471. actives lie on both sides. 220,000 compounds, 0.34% hits. response (percent of control binding), % at 10 µM; in the data active = response below about 60% or above about 140%; inactive = in between;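 also: Galphao activated as the GDP aluminium fluoride complex binding bead-coupled RGS8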
Bim-Bcl-B: inhibitors of Bim-Bcl-B binding, primary screen, biochemical, multiplexed, human Bcl-2 family; Bcl-2-like protein 10 (Homo sapiens), Q9HD36; inhibition, % at 10 µM; bead-based flow cytometry, Bim peptide-Bcl-B binding; 190,000 compounds, 0.073% hits;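 also: 0% = tracer peptide without compound and 100% = reference inhibitor peptide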
Target sequence (Q9HD36 whole entry, looked up): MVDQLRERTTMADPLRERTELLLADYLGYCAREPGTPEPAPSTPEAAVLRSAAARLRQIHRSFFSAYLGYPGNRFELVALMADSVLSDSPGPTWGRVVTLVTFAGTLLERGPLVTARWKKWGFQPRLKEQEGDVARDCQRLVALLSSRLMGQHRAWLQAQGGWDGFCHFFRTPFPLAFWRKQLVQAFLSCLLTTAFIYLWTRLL
ABCB1 block: ABCB1 efflux pump inhibitors, primary screen, cell-based, multiplex, flow cytometry, ABCG2 counter-screen | ATP-dependent translocase ABCB1 (Homo sapiens), P08183 | CCRF-Adr cells, JC-1 efflux | inhibition, % at 6.6 µM | 190,000 compounds, 0.067% hits; in the data active = inhibition above about 40%;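 also: 0% = vehicle and 100% = reference inhibitor; higher value means more JC-1 retained so stronger ABCB1 efflux block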
GSH bead fluor: compound fluorescence on glutathione beads, profiling panel, artefact control, biophysical, 488/530 nm, flow cytometry. 190,000 compounds, 0.25% hits. fluorescence (KMESF) at 10 µM. GSH beads flow cytometry, compound fluorescence 488/530 nm; hits give high values; in the data active = fluorescence above about 89;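 also: glutathione beads carrying GST-tagged Bcl family fusion proteins plus one bare bead set; values are compound well signal with DMSO vehicle wells as background; inactives centre near 16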
RGS4-Gao reg: modulators of RGS4 binding to Galphao, primary screen, biochemical, multiplexed bead flow cytometry | Guanine nucleotide-binding protein G(o) subunit alpha (Homo sapiens), P09471 | actives lie on both sides | binding response (% of control), % at 10 µM | 220,000 compounds, 0.33% hits | AID 1415, 2008; in the data active = binding response below about 49% or above about 150%; inactive = in between;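 also: fluorescent Galphao activated with aluminum fluoride binding bead-coupled RGS4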
Bim-Bfl-1: inhibitors of Bim binding to Bfl-1, primary screen, biochemical, multiplexed, bead-based flow cytometry; inhibition, % at 10 µM; Bcl-2-related protein A1 (Homo sapiens), Q16548; Bim-Bfl-1 binding inhibition; 190,000 compounds, 0.12% hits;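 also: 0% = wells without compound plus tracer and 100% = blocker peptide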
Bim-Bcl-XL: inhibitors of Bim-Bcl-XL binding, primary screen, biochemical, multiplexed, bead flow cytometry, human Bcl-XL. Bim peptide-Bcl-XL binding, fluorescence. inhibition, % at 10 µM. 190,000 compounds, 0.04% hits
ABCG2 block: ABCG2 efflux pump inhibitors, primary screen, multiplex with ABCB1, IgMXP3 cells, flow cytometry. Broad substrate specificity ATP-binding cassette transporter ABCG2 (Homo sapiens), Q9UNQ0. JC-1 efflux. inhibition, % at 6.6 µM. 190,000 compounds, 0.1% hits;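 active = inhibition above 80%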;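 also: 0% = DMSO and 100% = nicardipine control wells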
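test system = two drug-resistant human cell lines, ABCG2 and ABCB1 | amount = 3 million cells/mL final, two lines in 1:1 ratio | reagent = JC-1 transporter substrate | doses = one concentration, 6.6 µM final | incubation = 10 min at 25 °C | signal = flow cytometric JC-1 green MFI at 530 nm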
Bcl-2 Bim block: inhibitors of Bim-Bcl-2 binding, primary screen, biochemical, multiplexed, human Bcl-2 family | Apoptosis regulator Bcl-2 (Homo sapiens), P10415 | 190,000 compounds, 0.06% hits | AID 950, 2007 | inhibition, % at 10 µM | Bead-based flow cytometry, Bim peptide-Bcl-2 binding; in the data active = inhibition above about 40%; inconclusive = no clear call, values can overlap the other calls;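 also: 0% = no compound wells with probe peptide and 100% = reference peptide inhibitor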
Target sequence (P10415 whole entry, looked up): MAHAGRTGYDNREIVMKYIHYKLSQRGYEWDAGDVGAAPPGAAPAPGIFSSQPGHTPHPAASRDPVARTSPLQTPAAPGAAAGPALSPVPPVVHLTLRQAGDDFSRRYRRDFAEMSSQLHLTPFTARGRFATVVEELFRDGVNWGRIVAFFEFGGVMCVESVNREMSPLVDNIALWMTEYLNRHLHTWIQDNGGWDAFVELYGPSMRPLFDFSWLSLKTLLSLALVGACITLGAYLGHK
Bim-Bcl-W: inhibitors of Bim binding to Bcl-W, primary screen, biochemical, multiplexed, bead-based flow cytometry | AID 952, 2007 | 190,000 compounds, 0.02% hits | inhibition, % at 10 µM | Bcl-2-like protein 2 (Homo sapiens), Q92843 | Bim peptide-Bcl-W binding;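 also: 0% = bound tracer without compound and 100% = peptide blocker; higher means less fluorescent Bim peptide bound to Bcl-W beads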
Target sequence (Q92843 whole entry, looked up): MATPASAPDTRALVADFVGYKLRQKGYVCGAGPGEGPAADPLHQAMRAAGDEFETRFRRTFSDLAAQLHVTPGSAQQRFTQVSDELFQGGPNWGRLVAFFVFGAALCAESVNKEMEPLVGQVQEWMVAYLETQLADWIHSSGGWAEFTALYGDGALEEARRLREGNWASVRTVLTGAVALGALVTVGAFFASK
Numbers without * were called inactive; u = inconclusive; x = no result given. Rule as the data show it, unless noted: active = inhibition above about 40%. This is a subset (hit frequency here may not be typical).

SMILES | RGS7-Gao | RGS8-Gao | Bim-Bcl-B | ABCB1 block | GSH bead fluor | RGS4-Gao reg | Bim-Bfl-1 | Bim-Bcl-XL | ABCG2 block | Bcl-2 Bim block | Bim-Bcl-W
O=C(Nc1ccccc1)OC1CN=C(N[N+](=O)[O-])NC1 (centres undefined) | 101.7 | 87.1 | -5.0 | 3.0 | 17 | 97.3 | -7.0 | -1.0 | 1.9 | -3.0 | 0.0
COc1cc2[nH]c(=O)n(-c3ccccc3)c(=O)c2cc1OC | 104.2 | 98.6 | 0.0 | 0.1 | 12 | 105.1 | 0.0 | -1.0 | 0.7 | -1.0 | -3.0
CCOC(=O)c1sc(/N=C/c2c(O)n(-c3ccccc3)c(=O)[nH]c2=O)c(C#N)c1C | 95.5 | 98.4 | -9.0 | -0.6 | 29 | 98.7 | -13.0 | -7.0 | 11.4 | -12.0 | -3.0
CCOC(=O)c1c(C)[nH]c(C(=O)C(C)N2CCCC2)c1C (centres undefined) | 100.2 | 96.6 | -1.0 | -0.2 | 12 | 98.2 | -3.0 | 0.0 | 2.3 | -2.0 | 0.0
CC1(C)Cc2c(sc3c2C(=O)NC(c2cccnc2)N3)CO1 (centres undefined) | 100.1 | 96.0 | 20.0 | -3.0 | 7 | 99.1 | 30.0 | 36.0 | -8.8 | 20.0 | 25.0
CC[n+]1c(SC)ccc2cc(OC)ccc21 | 101.2 | 100.7 | -4.0 | 0.6 | 11 | 101.3 | -3.0 | -1.0 | 4.4 | 0.0 | 2.0
Cc1ccc(C)c(OCC(=O)N2CCN(Cc3ccc4c(c3)OCO4)CC2)c1 | 95.7 | 99.6 | -4.0 | 0.2 | 15 | 97.7 | -7.0 | -1.0 | 0.4 | -4.0 | -2.0
CCc1ccccc1N1C(=O)NC(=O)/C(=C\c2cc(C)n(C)c2C)C1=O | 100.4 | 100.3 | -6.0 | x | 9 | 99.1 | -4.0 | -2.0 | 2.2 | -4.0 | -3.0
COC(=O)C(=O)N1CC2(C)CNCC(C)(C1)C2=O | 95.7 | 102.0 | -3.0 | 0.6 | 13 | 101.9 | 0.0 | -1.0 | 1.3 | -1.0 | 1.0
CC(C)N1CCN(Cc2ccc3c(c2)OCCO3)CC1CCO (centres undefined) | 101.0 | 104.7 | -1.0 | 0.3 | 19 | 102.2 | -5.0 | 0.0 | 2.9 | -1.0 | -1.0
O=C(c1ccc(N2CC3CC(C2)c2cccc(=O)n2C3)c([N+](=O)[O-])c1)N1CCCC1 (centres undefined) | 96.2 | 100.5 | -5.0 | 0.3 | 11 | 99.4 | -6.0 | -1.0 | 0.9 | -2.0 | -2.0
O=C1C=Cc2ccccc2C1=O | 86.9 | 88.3 | -6.0 | 0.3 | 15 | 92.8 | 33.0 | 0.0 | 2.4 | 17.0 | 16.0
CCOc1cc(C2NCc3ccccc3-n3cccc32)ccc1O (centres undefined) | 102.5 | 105.1 | -8.0 | 1.2 | 32 | 104.0 | -19.0 | -4.0 | 3.7 | -14.0 | -2.0
O=C(CCCn1c(=O)[nH]c2cc(Cl)ccc2c1=O)N1CCC2(CC1)OCCO2 | 100.2 | 100.5 | -10.0 | -0.2 | 19 | 101.6 | -4.0 | -4.0 | 0.4 | -6.0 | -7.0
C=C(C)CN1CC[C@]23c4c5ccc(O)c4O[C@H]2c2[nH]c4ccccc4c2C[C@@]3(O)C1C5 | 94.0 | 104.7 | -3.0 | x | 67 | 103.4 | -2.0 | 0.0 | -0.6 | -2.0 | 0.0
O=C(CN1CCCC1)Nc1ccc(Cl)cc1C(=O)c1ccccc1 | u | 92.5 | -7.0 | 0.8 | 16 | 94.1 | -8.0 | -5.0 | 7.0 | -5.0 | -3.0
CC(=O)OC1(Cc2ccccc2)CN2CCC1c1ccccc12 (centres undefined) | 98.6 | 99.1 | 0.0 | 0.0 | 24 | 98.8 | -3.0 | 2.0 | -0.1 | 2.0 | 0.0
CC(=O)c1ccccc1NC(=O)C1C2CCC(O2)C1C(=O)O (centres undefined) | 102.4 | 100.4 | 4.0 | 0.1 | 14 | 105.2 | -3.0 | -3.0 | 0.1 | -1.0 | 0.0
Cc1ccc2c(c1)C1CN(C)CCC1N2C(=O)Nc1cccc(C(F)(F)F)c1 (centres undefined) | 103.3 | 101.0 | -8.0 | 0.6 | 22 | 101.3 | -17.0 | -8.0 | 8.5 | -5.0 | -3.0
Cc1cccc(N2C(=O)NC(=O)/C(=C\c3cc(C)n(-c4sc5c(c4C#N)CCCC5)c3C)C2=O)c1C | 89.3 | 90.7 | 4.0 | -0.2 | 10 | 89.5 | 9.0 | 4.0 | -14.1 | 5.0 | 9.0
C=Cn1ccnc1P(=S)(c1c(C)nn(-c2ccccc2)c1C)c1nccn1C=C | 120.4 | 127.3 | 0.0 | 0.6 | 6 | 120.3 | 7.0 | -5.0 | 0.5 | 3.0 | -6.0
C=C[C@@H]1C[C@@]1(C)[C@@H](NP(=O)(c1ccccc1)c1ccccc1)c1ccccc1 | 101.3 | 105.9 | -3.0 | 1.6 | 18 | 100.9 | 1.0 | 0.0 | 2.3 | 0.0 | 1.0
[O-][n+]1onc2c1CCC1N(O)CCC21O (centres undefined) | 101.9 | 101.0 | -2.0 | 0.7 | 17 | 98.4 | -2.0 | -2.0 | 2.6 | -1.0 | 0.0
COc1ccc(NC2=NC(C)(C)CS2)cc1 | 98.4 | 96.5 | -12.0 | -0.1 | 14 | 97.1 | 0.0 | 0.0 | 0.0 | -1.0 | 0.0
N=Cc1c(O)n(-c2cccc(Cl)c2)c(=O)[nH]c1=O | 99.1 | 100.8 | -5.0 | -0.1 | 23 | 99.4 | -1.0 | -2.0 | -0.1 | -3.0 | -2.0
CSc1ccc(C(=O)C(C)(C)N2CCOCC2)cc1 | 106.0 | 103.2 | -9.0 | 0.9 | 46 | 104.5 | -10.0 | -6.0 | 3.5 | -8.0 | 0.0
CCOC(=O)C1(c2ccccc2)CCN(CC(=O)Nc2cccc3ccccc23)CC1 | 101.8 | 101.8 | -5.0 | 9.4 | 21 | 101.7 | 0.0 | -2.0 | 1.7 | -3.0 | -4.0
COC(=O)C1=Nc2ccccc2/C1=C\c1c(O)n(-c2ccc(Br)cc2)c(=O)[nH]c1=O | 95.0 | 102.1 | 0.0 | -1.9 | 5 | 98.0 | 4.0 | -4.0 | -20.7 | 7.0 | 1.0
Cc1ccc(-c2nc(CS(=O)CC(=O)N3CCC4(CC3)OCCO4)c(C)o2)cc1 (centres undefined) | 96.5 | 98.2 | 0.0 | 0.8 | 26 | 97.5 | 0.0 | -2.0 | 3.6 | 2.0 | 0.0
CC(=NCCCN1CCCCC1)c1c(O)n(Cc2ccccc2)c(=O)[nH]c1=O | 102.3 | 98.0 | -3.0 | 0.6 | 39 | 93.1 | 0.0 | -10.0 | 3.4 | -3.0 | -2.0
O=C(CCC(=O)N1CCC2(CC1)OCCO2)Nc1nnc(C(F)(F)F)s1 | 99.4 | 102.1 | 3.0 | 0.1 | 21 | 101.8 | 0.0 | 0.0 | 0.8 | -2.0 | 2.0
O=[N+]([O-])c1ccc(C2[C@H]3C(c4ccccc4)=NC4(CCCC4)N23)cc1 (some centres undefined) | 101.6 | 98.3 | -8.0 | 2.4 | 11 | 100.6 | -6.0 | -3.0 | 54.3 | -7.0 | -2.0
C=Cn1ccnc1P(O)(=S)c1nc(C)c(CCOC(C)=O)s1 (centres undefined) | 108.2 | 104.9 | 2.0 | -0.5 | 10 | 105.2 | 5.0 | 0.0 | -0.9 | 3.0 | -3.0
O=c1[nH]c(CN2CC=C(c3ccccc3)CC2)nc2cc(C(F)(F)F)ccc12 | 100.3 | 99.2 | -5.0 | -0.1 | 56 | 101.1 | -7.0 | 6.0 | -1.2 | -5.0 | 2.0
C[C@H]1CCCC(=O)CCCCCc2cc(O)cc(O)c2C(=O)O1 | 102.3 | 100.5 | 7.0 | 3.3 | 20 | 102.7 | 6.0 | 3.0 | 4.2 | 5.0 | 5.0
O=c1[nH]c(=O)n(Cc2ccc(F)cc2)c(O)c1C=NCC1CCCO1 (centres undefined) | 97.8 | 100.0 | -6.0 | 0.1 | 4 | 101.3 | -16.0 | -4.0 | 0.2 | -3.0 | 0.0
CC(=O)N(C1=NCCCS1)c1ccccc1Cl | 105.4 | 101.2 | -6.0 | 1.0 | 19 | 105.0 | -8.0 | -3.0 | 6.5 | 0.0 | 0.0
CCC12C=CCN3CCC4(c5cc(Br)c(OC)cc5N(C)C4C(O)(C(=O)OC)C1OC(C)=O)C32 (centres undefined) | 109.5 | 106.6 | 0.0 | 0.5 | 25 | 111.7 | 0.0 | 2.0 | 0.8 | -2.0 | 0.0
O=C1C2(c3ccccc3)CN3CN(C2)CC1(c1ccccc1)C3 | 95.9 | 99.0 | -5.0 | 0.9 | 53 | 98.1 | -14.0 | 0.0 | 2.9 | -7.0 | -1.0
CCOc1c(P(=S)(N(C)C)N(C)C)c(C)nn1-c1ccccc1 | 96.0 | 101.0 | 0.0 | 0.1 | 25 | 100.7 | -2.0 | 0.0 | -0.1 | -1.0 | -2.0
c1ccc(C2=NP(N3CCOCC3)(N3CCOCC3)=NC(N3CCOCC3)=N2)cc1 | 101.5 | 102.0 | 0.0 | 0.2 | 9 | 98.1 | 0.0 | 0.0 | 1.8 | 1.0 | 0.0
O=c1[nH]c(=O)n(Cc2ccco2)c(O)c1/C=N/N1CCCCCC1 | 99.0 | 99.1 | -8.0 | 0.6 | 7 | 101.3 | 0.0 | -6.0 | 5.5 | -2.0 | -3.0

Single records (already shown). Values in the order: RGS7-Gao | RGS8-Gao | Bim-Bcl-B | ABCB1 block | GSH bead fluor | RGS4-Gao reg | Bim-Bfl-1 | Bim-Bcl-XL | ABCG2 block | Bcl-2 Bim block | Bim-Bcl-W
`N=Cc1c(O)n(-c2cccc(Cl)c2)c(=O)[nH]c1=O` as listed: 99.1 | 100.8 | -5.0 | -0.1 | 23 | 99.4 | -1.0 | -2.0 | -0.1 | -3.0 | -2.0
`O=c1[nH]c(CN2CC=C(c3ccccc3)CC2)nc2cc(C(F)(F)F)ccc12` as listed: 100.3 | 99.2 | -5.0 | -0.1 | 56 | 101.1 | -7.0 | 6.0 | -1.2 | -5.0 | 2.0
